S100A4 inh HTS = inhibitors of S100A4-myosin IIA peptide binding, primary screen, biochemical, fluorescence polarization, TAMRA-MyoIIA peptide; hit rate 0.14% among 360,000; inhibition, % at 10.7 µM;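 active = mean inhibition of at least 70% across replicates, with every replicate also reaching that level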
Target sequence (P26447 whole entry, looked up): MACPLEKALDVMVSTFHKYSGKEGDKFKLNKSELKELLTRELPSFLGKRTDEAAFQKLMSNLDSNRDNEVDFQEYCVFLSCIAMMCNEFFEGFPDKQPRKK
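Material: human S100A4 monomer with TAMRA-labelled myosin IIA peptide; buffer or medium: HEPES pH 7.2 with CaCl2, KCl, NaCl, DTT, Triton; compound dosing: one concentration per compound; schedule: 5 min incubation before reading; benchmarks: neutral control DMSO, positive control TFP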
E-selectin induc = E-selectin induction in HUVECs, primary screen, imaging, HUVEC, immunofluorescence imaging, single point | normalized: neutral wells 0, TNF-alpha wells 100 | hit rate 0.37% among 260,000 | P16581 | activation, % at 7.58 µM;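 active = mean E-selectin-positive cell signal at least 10% of the positive control, reached in at least 60% of replicates, without over 20% cell loss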;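 also: in these data hits start at about 27%; measured in HUVEC primary endothelial cells; signal is the percent of cells scored E-selectin positive by PE staining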
Target sequence (P16581 whole entry, looked up): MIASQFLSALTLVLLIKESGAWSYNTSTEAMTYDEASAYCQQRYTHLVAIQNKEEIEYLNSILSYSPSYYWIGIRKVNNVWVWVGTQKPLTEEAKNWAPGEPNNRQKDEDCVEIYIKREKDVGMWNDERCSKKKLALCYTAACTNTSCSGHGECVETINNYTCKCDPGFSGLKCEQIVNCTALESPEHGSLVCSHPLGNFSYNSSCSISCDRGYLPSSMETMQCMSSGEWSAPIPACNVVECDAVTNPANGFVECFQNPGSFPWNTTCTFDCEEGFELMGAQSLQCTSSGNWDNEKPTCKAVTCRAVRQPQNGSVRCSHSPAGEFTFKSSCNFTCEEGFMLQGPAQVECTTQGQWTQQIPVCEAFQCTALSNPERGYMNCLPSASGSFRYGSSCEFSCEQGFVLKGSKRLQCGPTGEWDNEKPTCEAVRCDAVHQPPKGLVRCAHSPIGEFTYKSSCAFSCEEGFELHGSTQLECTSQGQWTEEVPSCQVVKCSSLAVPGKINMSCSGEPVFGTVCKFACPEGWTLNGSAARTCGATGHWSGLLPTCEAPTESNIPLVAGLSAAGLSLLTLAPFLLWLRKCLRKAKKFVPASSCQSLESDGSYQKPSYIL
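System: HUVEC / Compound: single concentration / Signal: immunofluorescence imaging / Read-out: percent E-selectin-positive cells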
Xi reactivation = activators of inactive X chromosome reactivation, primary screen, imaging, XiGFP fibroblasts, GFP high-content imaging, set 2. XiGFP mouse fibroblasts, % GFP-positive cells imaging, 3 d; cells co-treated with 5-aza-dC sensitizer; scaled so ellipticine positive control = 100%. activation, % at 7.58 µM. hit rate 0.055% among 360,000;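 active = mean normalized replicate activation at least 10% and every replicate at or above 10%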;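 also: 0% = median of on-plate neutral control wells and 100% = ellipticine 6 µM median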
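Material: XiGFP fibroblasts, SV40-immortalized; Buffer or medium: DMEM containing 5-aza-dC; Compound dosing: single point; Times: 3 days compound exposure.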
RAD54 inh = inhibitors of human RAD54 branch migration, primary screen, biochemical, fluorescence, single point | RAD54 Holliday junction branch migration, FAM/BHQ fluorescence | hit rate 0.14% among 360,000 | inhibition, % at 10.4 µM;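 active = mean normalized replicate activity at least 40 and at least half of replicates scoring 40 or more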;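 also: 0% = median of neutral control wells and 100% = median of positive control wells; inhibitors cause a drop in the FAM fluorescence signal; in these data hits start at about 50%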
RAD52 anneal inh = RAD52 DNA annealing inhibitors, primary screen, biochemical, FRET, single point, set 2; hit rate 0.46% among 360,000; inhibition, % at 18.7 µM; DNA repair protein RAD52 homolog (Homo sapiens), P43351; recombinant RAD52 DNA annealing, FRET fluorescence;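 active = every replicate showing at least 50% inhibition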
EWS-Fli block = EWS/Fli-driven NR0B1 reporter inhibitors, primary screen, A673 cells, NR0B1 luciferase, luminescence, MLPCN library; hit rate 0.67% among 350,000; inhibition, % at 12.6 µM; viability-normalised;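 active = mean inhibition of at least 50% after viability correction, with every replicate also passing that limit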;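 also: firefly luciferase signal divided by Alamar Blue viability fluorescence both relative to DMSO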
FN deposition inh = inhibitors of fibronectin matrix deposition, primary screen, AH1F cells, Alexa488-fibronectin fluorescence, plate reader; AH1F fibroblasts, overnight; hit rate 0.086% among 350,000; AID 743247, 2014; inhibition, % at 12.6 µM;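 active = mean inhibition across replicates of 30% or more, regardless of how many single replicates reach that level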;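 also: positive control wells lacked labelled fibronectin entirely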
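material = AH1F fibroblast monolayer depositing Alexa488-labelled fibronectin into matrix | amount = 10000 AH1F cells/well | buffer or medium = DMEM plus 2% serum, read in PBS | incubation = 1 h cell adhesion before compound, then overnight fibronectin incubation | detection = fluorescence at 485 nm excitation, 525 nm emission | evaluation = percent inhibition as loss of matrix-bound fibronectin fluorescence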
esBAF inh = Bmi1 luciferase reporter increase in mESCs, primary screen, esBAF inhibitor project, mouse ES cells, Bmi1 luciferase knock-in, single point | reporter increase, % at 12.5 µM | 24 h; 100% = twice the neutral-well signal | AID 602393, 2012 | hit rate 2% among 350,000; in the data active = activation above about 40%;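 also: 0% = median of the plate's neutral control wells and 100% = double that signal; a rise in the Bmi1 reporter signal indicates esBAF inhibition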
Active calls of the source: *; · = not tested or not shown; & = joins results of further samples.

SMILES | S100A4 inh HTS | E-selectin induc | Xi reactivation | RAD54 inh | RAD52 anneal inh | EWS-Fli block | FN deposition inh | esBAF inh
COCC(=O)NC[C@@H]1[C@@H](c2ccc(-c3ccccc3)cc2)[C@H](CO)N1C(C)=O | -2 | 9.6 | 0.0 | 3 | -25 | 6 | · | -5
O=C(CN1CCOCC1)N/N=C/c1ccc(C(=O)O)cc1 | -2 | · | 0.2 | · | -5 | -4 | · | ·
Cc1ccc(N(C)S(=O)(=O)c2cccc(C(=O)Nc3nnc(C4CC4)s3)c2)cc1 | -3 | 0.0 | 0.0 | · | -16 | -2 | -3 | -6
COc1cccc(N2CCN(C(=O)c3oc4ccccc4c3NC(=O)Cc3ccc(OC)c(OC)c3)CC2)c1 | 0 | · | 0.1 | 6 | -11 | 0 | -4 | 4
O=C(Nc1c(Cl)cc(Cl)cc1C(=O)NCCN1CCOCC1)c1cccc([N+](=O)[O-])c1 | -5 | 0.0 | 0.0 | · | -14 | 7 | -12 | ·
CCNC(=O)C[C@H]1CC[C@H]2[C@@H](COc3ccc(NC(=O)Nc4cccc(OC)c4)cc3C(=O)N2C)O1 | · | 0.0 | 0.0 | -5 | · | -11 | -3 | -4
C[C@@H]1C(=O)OC[C@H]1NC(=O)OCc1ccccc1 | -1 | -0.2 | 0.2 | -1 | -4 | -3 | -2 | -6
Cc1nc(C(F)(F)F)ccc1C(=O)N1CCC1(C)C(=O)NS(=O)(=O)c1cccc(Cl)c1 (configuration not stated) | 5 | -0.7 | 0.1 | -9 | -14 | 8 | -3 | 1
CN=C(NC1CCCCC1)c1ccc([N+](=O)[O-])cc1 | -5 | · | 0.0 | 7 | -5 | 18 | -10 | -1
CCOCCCN(Cc1cc2cc(C)cc(C)c2[nH]c1=O)C(=O)N(CC)CC | · | 1.6 | · | 2 | · | · | -2 | 2
COc1ccc(/C=C/C(=O)Nc2cc(S(=O)(=O)N3CCOCC3)ccc2N2CCCC2)cc1OC | -3 | · | -0.1 | · | -6 | 0 | · | ·
CCOC(=O)c1c(-c2ccc(C)o2)csc1NC(=O)CN1CCCCC1 | -3 | · | 0.1 | -6 | -25 | 13 | · | 6
CN(C(=O)c1ccc(=O)n(Cc2ccc(Cl)cc2)c1)c1ccccc1 | -3 | · | 0.0 | -4 | -11 | 3 | · | -1
CN(Cc1ccon1)C(=O)CC1C(=O)NCCN1Cc1cccc(Oc2ccccc2)c1 (configuration not stated) | -1 | 2.3 | 0.1 | -1 | -15 | 1 | -9 | -5
O=C(NCC[C@@H]1CC[C@H](NC(=O)c2cnccn2)[C@@H](CO)O1)Nc1ccc(F)cc1 | -7 | -0.2 | 1.4 | -9 | 17 | 3 | 0 | -4
CO[C@H](CN(C)S(=O)(=O)c1ccc(F)cc1)[C@H](C)CN(C(=O)Nc1ccccc1F)[C@@H](C)CO | 31 | 0.2 | -0.1 | 5 | 7 | -4 | -5 | -2
COc1ccccc1C(=O)NCC(=O)NCCC(c1ccccc1)c1ccccc1 | -3 | -0.3 | 0.0 | -1 | -3 | -1 | -4 | 8
C[C@@H]1CN([C@H](C)CO)C(=O)c2cc(NC(=O)C3CCCCC3)ccc2O[C@@H]1CN(C)C(=O)Nc1ccccc1 | 1 | 0.5 | 0.4 | -9 | 24 | -2 | · | -14
CCOc1ccc(OCCC(=O)N2CCN(S(=O)(=O)c3ccc(F)cc3)CC2)cc1 | 2 | -1.5 | -0.1 | 6 | -13 | 6 | 2 | -4
Cn1nc(C(=O)OCC(=O)Nc2ccc(Cl)cc2Cl)c2ccccc2c1=O | 1 | -0.5 | 0.0 | -4 | -9 | -3 | 1 | -4
CC(=O)Nc1ccc(S(=O)(=O)NCC(=O)OCC(=O)NCc2ccc3c(c2)OCO3)cc1 | 0 | -0.2 | 0.4 | · | -6 | -4 | -6 | ·
COC(=O)c1cccc(NC(=O)CC2C(=O)NCCN2C(=O)c2ccc(F)cc2F)c1 (configuration not stated) | -5 | 3.2 | -0.1 | -2 | -6 | 11 | 2 | 1
Cc1noc(C)c1NC(=O)N(C)C[C@H]1OCCCC[C@@H](C)Oc2ccc(NS(=O)(=O)c3ccc(Cl)cc3)cc2C(=O)N([C@@H](C)CO)C[C@H]1C | -5 | · | 0.0 | -2 | -1 | -7 | 7 | 6
COc1cccc(/C=N/NC(N)=S)c1OCc1cccc(Cl)c1 | -8 | · | 0.2 | -1 | -16 | 24 | 8 | -6
CCOC(=O)N1CCN(c2c(NCCN(C)Cc3ccccc3)c(=O)c2=O)CC1 | -2 | -0.1 | 0.0 | -11 | 3 | 0 | -3 | -2
CCC(=O)N(C)C[C@@H]1Oc2cc(C#CC3CCCC3)ccc2S(=O)(=O)N([C@@H](C)CO)C[C@H]1C | 4 | 0.4 | -1.1 | 1 | 0 | 15 | 6 | 2
C[C@@H]1CCCCO[C@H](CN(C)Cc2ccc3c(c2)OCO3)[C@H](C)CN([C@H](C)CO)C(=O)c2cc(NC(=O)Cc3ccccc3)ccc2O1 | · | 0.0 | 0.0 | -4 | · | 17 | · | 0
CCn1cc(C(=O)OCC(=O)Nc2cccc(Cl)c2Cl)c(=O)c2ccc(C)nc21 | -5 | · | 0.1 | 7 | -20 | 7 | 8 | ·
COc1ccccc1CNC(=O)C1CCN(Cc2nc(-c3ccc(Cl)cc3)oc2C)CC1 | 3 | · | 2.2 | · | -30 | -24 | 3 | ·
COc1ccccc1-c1ccc([C@H]2[C@@H](CO)N(C(=O)NC(C)C)[C@H]2C#N)cc1 | 1 | 0.9 | -0.2 | -6 | -52 | -22 | 5 | 5
CCOc1ccc(NC(=O)c2ccc(NC(=S)NC3CCCCC3)cc2)cc1 | 3 | 3.2 | 0.1 | -6 | -6 | -4 | · | 7
COc1ccc(N2CCN(C(=O)CS(=O)Cc3nc(-c4ccc(OC)c(OC)c4)oc3C)CC2)cc1 (configuration not stated) | -6 | · | 0.0 | -15 | -7 | · | -2 | -7
O=C(O)c1cccc(-c2ccccc2)c1O | 0 | -0.1 | 0.0 | 4 | 1 | 5 | -7 | ·
O=C(NCc1ccco1)c1nnc(Cc2ccc(Cl)cc2)o1 | 32 | 0.3 | 0.1 | -3 | -1 | -4 | -1 | -6
CC(=O)Nc1cccc(C(=O)NC2CCCc3c2cnn3-c2ccccc2F)c1 (configuration not stated) | 199* | · | 0.1 | -5 | -4 | 3 | 19 | 10
CO[C@H]1CN(C)C(=O)c2cc(NS(=O)(=O)Cc3ccccc3)ccc2OC[C@@H](C)NC[C@H]1C | 3 | 0.0 | -0.1 | 3 | -15 | 0 | -1 | 3
CCNC(=S)N/N=C/c1ccccc1[N+](=O)[O-] | -1 | · | 0.0 | · | -7 | 17 | -60 | ·
CCC(=O)Nc1ccc2c(c1)OC[C@@H](C)N(C(=O)c1ccccc1F)C[C@H](C)[C@H](OC)CN(C)C2=O | 8 | -0.2 | 0.1 | 1 | -9 | -2 | 17 | -5
CC(C)CCN1CCNC(=O)C1CC(=O)NCCCN1CCOCC1 (configuration not stated) | 11 | · | 0.1 | 4 | -19 | -6 | 12 | 5
Cc1cc(Cl)c(C)c(S(=O)(=O)N2CCN(C(=O)C3CCCO3)CC2)c1Cl (configuration not stated) | -1 | -1.4 | 0.2 | -4 | -24 | 5 | 2 | 14
CO[C@@H]1CN(C)C(=O)c2cc(NS(=O)(=O)c3cccc(F)c3)ccc2OC[C@H](C)N(C(=O)Cc2cccnc2)C[C@@H]1C | -8 | -0.2 | 0.4 | -3 | -8 | 1 | 7 | -5
CCCOc1ccc(NC(=O)CC2C(=O)N(Cc3ccccc3)C(=S)N2Cc2cccs2)cc1 (configuration not stated) | 2 | 0.7 | 0.3 | · | -14 | 1 | 2 | ·
CCC(CC)c1nnc(NC(=O)C2=COCCO2)s1 | 18 | -0.1 | 0.4 | · | 3 | -41 | -4 | 54*
CCOCc1nnc(NC(=O)c2cc(C(=O)OC)cc([N+](=O)[O-])c2)s1 | 1 | · | 0.0 | · | 1 | 7 | 9 | ·
C[C@@H]1CN([C@@H](C)CO)C(=O)CCCn2cc(nn2)CO[C@H]1CN(C)S(=O)(=O)c1ccc(Cl)cc1 | 1&3&2 | -0.1 | -0.1&-0.2 | 5&1&7 | -13&-1&7 | 1&8&-8 | 2&2 | -4&-2&-2
C[C@H](NC(=O)C[C@H]1C=C[C@H](NC(=O)Cc2ccccn2)[C@@H](CO)O1)c1ccccc1 | 2 | -0.2 | 0.0 | 1 | -35 | · | -4 | 6
CCCCc1nc(NCc2ccccc2)c(C#N)c2c1CCCC2 | -4 | · | 0.0 | -2 | -8 | 5 | 2 | 3
Cc1noc(C)c1NC(=O)N(C)C[C@H]1OCCCC[C@@H](C)Oc2ccc(NS(=O)(=O)c3ccc(Cl)cc3)cc2C(=O)N([C@H](C)CO)C[C@@H]1C | 7 | · | -0.1 | 1 | 13 | -15 | 0 | -5
CCOC(=O)CNS(=O)(=O)c1cc(-c2n[nH]c(=O)c3ccccc23)ccc1C | -5 | · | · | -22 | -9 | · | -3 | ·
Cc1ccc(N(C)S(=O)(=O)c2cccc(C(=O)Nc3ccc(N4CCOCC4)cc3)c2)cc1 | 7 | · | 0.1 | 0 | -15 | 2 | -5 | 6
O=C(CNc1n[nH]c(=O)[nH]c1=O)N/N=C/C=C/c1ccccc1 | 2 | -3.8 | 0.0 | 7 | 2 | -8 | 10 | ·
COc1cccc(CNC(=O)CN2C(=O)NC(Cc3ccccc3)(c3ccccc3)C2=O)c1 (configuration not stated) | -6 | · | 0.3 | -7 | -8 | 1 | 4 | 1
CCCCSc1ncnc2[nH]ncc12 | -3 | 0.0 | -0.1 | -18 | -18 | -20 | 6 | 12
CCn1c(SCC(=O)c2c(N)n(C3CC3)c(=O)[nH]c2=O)nnc1-c1ccccc1OC | 6 | -0.3 | 0.0 | -2 | 3 | -1 | -1 | -8
O=C(c1cccs1)N1CCc2ccccc2C1 | -3 | · | 0.2 | · | -5 | -19 | · | ·

Not a hit list (roughly 3% active in at least one column).
